Screening results: PubChem, several laboratories
PhoP inhibition: PhoP-dependent GFP reporter repression – Salmonella Typhimurium, primary screen (AID 1863); S. Typhimurium PhoP-regulated promoter GFP reporter, 4 h; higher % means a stronger effect; one-dose inhibition, % at 50 µM; IC50 in µM for titrated hits; 300,000 compounds, 0.16% hits;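 active = inhibition over 29.93%, a cutoff 3 SD above the screen mean, later confirmed by dose response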;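 note: 0% = low Mg2+ inducing control and 100% = high Mg2+ repressing control; strong numbers were not always called active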
RSV antiviral HEp-2: inhibition of RSV-induced cytopathic effect – HEp-2 cells, primary 10 µM value included (AID 2391); HEp-2 cells, RSV-induced CPE inhibition; higher % means a stronger effect; one-dose CPE inhibition, % at 10 µM; IC50 in µM for titrated hits; 310,000 compounds, 0.13% hits; in the data active = a potency from the dose series; note: strong numbers were not always called active
ER stress rescue: protection against thapsigargin-triggered cell killing – 384-well, CSM14.1, ATP luminescence, primary screen (AID 1222); CSM14.1 thapsigargin-induced death rescue, ATP luminescence; higher % means a stronger effect; cellular ATP content (survival), % at 20 µM; hits with a dose series show EC50 in µM; 190,000 tested, under 10 active;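 active = EC50 below 50 µM in the dose-response confirmation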;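 note: death triggered by thapsigargin at about 15 µM added after 2 h compound pretreatment; cell ATP read after overnight thapsigargin exposure of roughly 18 to 22 hours; normalized against plate controls of thapsigargin alone and 5% DMSO vehicle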
West Nile antiviral: West Nile virus antiviral activity, cell-based, CPE readout (AID 1621); West Nile virus-infected cells, CPE inhibition; higher % means a stronger effect; CPE inhibition, % at 10 µM, or IC50 in µM where a hit was titrated; 290,000 compounds, 0.02% hits; in the data active = a potency from the dose series; note: strong numbers were not always called active
Large T inhibition: TAg ATPase/helicase activity blockers – biochemical (AID 1903) | SV40 large T antigen ATPase/helicase inhibition assay; higher % means a stronger effect | inhibition, % at 20 µM, or IC50 in µM where a hit was titrated | 310,000 compounds, 0.39% hits; in the data active = a potency from the dose series; note: strong numbers were not always called active
Dengue-2 NS5 capping: Dengue-2 NS5 methyltransferase inhibitors, primary screen, biochemical, confirmation dose response (AID 588689); Dengue-2 NS5 methyltransferase capping enzyme assay, biochemical; higher % means a stronger effect; inhibition, % at 25 µM; hits with a dose series show IC50 in µM; 340,000 compounds, 0.3% hits; in the data active = a potency from the dose series
LYP phosphatase: inhibitors of LYP phosphatase, biochemical, fluorescence intensity, uHTS (AID 1779). 290,000 compounds, 0.054% hits. recombinant LYP phosphatase, fluorescence intensity; higher % means a stronger effect. one-dose inhibition, % at 11.5 µM; IC50 in µM for titrated hits; in the data active = inhibition above about 50%;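 note: plate controls were vehicle with enzyme for no effect and no enzyme for full effect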
Rac1 GTP hydrolysis: MgcRacGAP GTPase-activating activity inhibitors, confirmation, biochemical, ADP Hunter fluorescence | MgcRacGAP-stimulated Rac1 GTP hydrolysis, ADP Hunter fluorescence; higher % means a stronger effect; GST-tagged Rac1 F28L mutant substrate | inhibition, % at 30 µM; hits with a dose series show IC50 in µM | 340,000 compounds, 0.6% hits;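 active = first-screen hits whose inhibition reached a set limit at any dose in the follow-up dose series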;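 note: fluorescence reports GDP produced by GAP-driven GTP hydrolysis; strong numbers were not always called active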
GPR35 antagonists: GPR35 antagonists blocking zaprinast-driven arrestin recruitment, primary screen, imaging, U2OS, beta-arrestin-GFP, zaprinast agonist (AID 2058); 290,000 compounds, 0.052% hits; U2OS GPR35 beta-arrestin-GFP translocation imaging, zaprinast antagonism; higher % means a stronger effect; inhibition, % at 10 µM, or IC50 in µM where a hit was titrated;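 active = inhibition of at least 50% with at least 30 cells and total cytoplasm GFP at most 10,000,000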
Dengue-2 NS5 capping pilot replicate: recorded beside Dengue-2 NS5 capping, whose call it bears; inhibition, %; measured here: pilot screen replicate inhibition
* marks the source's active call; other numbers are inactive results; . = no result given. Compounds were not picked by outcome, and some 1.5% of all compounds hit somewhere here.

SMILES	PhoP inhibition	RSV antiviral HEp-2	ER stress rescue	West Nile antiviral	Large T inhibition	Dengue-2 NS5 capping	LYP phosphatase	Rac1 GTP hydrolysis	GPR35 antagonists	others
Cn1cc2c(=O)n(/N=C/c3ccccc3)cnc2n1	19%	-0.6%	-2.9%	0.3%	-6%	-1%	-11%	15%	-4%
COCc1[nH]nc2c1C(C1C=CCCC1)C(C#N)=C(N)O2 (stereo not drawn)	1%	0.5%	-0.4%	0.0%	7%	-1%	4%	12%	-3%
CC(=O)c1ccc(OC(=O)c2ccc(-n3nc(C)cc3C)cc2)cc1	1%	-1.5%	0.5%	-0.4%	6%	1%	-3%	6%	-10%
O=C(CN(Cc1cccs1)C(=O)c1csnn1)NC1CCCC1	1%	0.8%	4.0%	0.2%	7%	-5%	-8%	5%	1%
CCOC(=O)c1ccc(NC(=S)N2CCC(O)CC2)cc1	21%	1.8%	0.5%	-0.4%	8%	-7%	-5%	5%	5%
CCC(C)n1c(=O)c2sccc2n2c(CCCC(=O)N3CCC(C(N)=O)CC3)nnc12 (stereo not drawn)	-7%	1.2%	.	0.3%	14%	4%	-10%	-26%	16%
Cc1c(CN2CCC(n3nccc3NC(=O)c3cccc(F)c3)CC2)cnn1C	-4%	1.5%	.	-0.1%	11%	-3%	5%	3%	-10%
CCCCN(C(=O)c1ccc(S(=O)(=O)N(CC)CC)cc1)c1c(N)n(CCC)c(=O)[nH]c1=O	-3%	2.1%	.	-0.1%	2%	-2%	-11%	5%	-7%
CCc1ccc(NC(=O)CSc2nc3cc(C(=O)OC)ccc3c(=O)n2CC2CCCO2)cc1 (stereo not drawn)	5%	3.8%	-1.9%	1.8%	-2%	-4%	-10%	13%	-4%	Dengue-2 NS5 capping pilot replicate=2.1
Cc1ccc(NC(=O)c2ccc(COc3ccccc3)o2)nc1	-4%	0.8%	.	-1.0%	-5%	-2%	-7%	2%	-6%
Cn1nc(-c2ccccc2)cc1NC(=O)c1cccs1	-10%	1.9%	.	0.0%	12%	-6%	-8%	9%	20%
Cc1ccnc(SCC(=O)N2CCc3ccccc32)n1	1%	1.5%	.	-0.7%	6%	-3%	-8%	2%	3%
Nn1c(SCC(=O)Nc2ccc(F)c(F)c2)nnc1C1CCCCC1	6%	1.4%	-3.2%	-1.2%	19%	-5%	-9%	3%	10%
Cc1ccc(N2CC(C(=O)OCC(=O)C(C)(C)C)CC2=O)cc1C (stereo not drawn)	-2%	-1.6%	-1.2%	0.6%	12%	-5%	-1%	4%	-5%
COCCN(C(=O)CNC(=O)c1ccco1)C(C(=O)NC1CCCC1)c1cccc(OC)c1 (stereo not drawn)	11%	-0.1%	.	-1.0%	-4%	-3%	-5%	4%	-7%
O=C(CSc1nnnn1C1CCCCC1)Nc1ccccc1F	0%	0.6%	-0.1%	0.2%	6%	-5%	-8%	-1%	16%
CCOCCCNC(=O)C(NC(=O)Cc1cccs1)c1ccccc1 (stereo not drawn)	-16%	1.4%	2.2%	-0.1%	10%	1%	-3%	-2%	3%
Cc1ccccc1C(=O)NC1CCCCCCC1	-6%	2.3%	.	0.1%	7%	1%	0%	13%	-5%	Dengue-2 NS5 capping pilot replicate=-4.2
CSc1nnnn1CCn1nnnc1SC	21%	0.1%	-2.3%	0.0%	.	-5%	-4%	-5%	-3%
COCCNC(=O)C1CC(c2ccccc2[N+](=O)[O-])=NO1 (stereo not drawn)	9%	1.8%	-0.9%	0.4%	5%	-7%	-6%	11%	-3%
COCCNC(=O)c1ccc2c(c1)CCN2S(C)(=O)=O	-8%	2.4%	-8.3%	-0.4%	4%	-12%	-8%	8%	-9%
C/C(=N\NC(=O)c1ccccc1)c1ccc(NC(=O)c2cccs2)cc1	11%	2.4%	5.7%	-0.7%	4%	-3%	-5%	4%	-2%
O=[N+]([O-])c1cccnc1N1CCCCC1	1%	0.4%	-1.4%	1.0%	18%	4%	-5%	6%	4%
CC(C)c1ccc(NC(=O)Cn2cccc2C2=NC(c3ccccc3)CO2)cc1 (stereo not drawn)	7%	2.2%	-3.3%	0.2%	-4%	-1%	0%	9%	13%
Cc1sc2ncnc(N3CCC(C(=O)N(C)CC(=O)Nc4ccccc4Cl)CC3)c2c1C	-1%	12%	.	0.3%	4%	-6%	-13%	9%	-8%
Nc1nc(-c2cc3c(cc2Cl)OCCO3)cs1	2%	2.1%	.	0.7%	19%	-1%	-3%	10%	12%
CCOc1ccccc1N(CC(=O)Nc1ccccc1)S(=O)(=O)c1ccccc1	-3%	3.9%	.	-0.8%	12%	-3%	-5%	8%	3%
CCOC(=O)c1c(N)sc2c1CCC(CC)C2 (stereo not drawn)	-9%	4.9%	3.3%	-0.2%	5%	-7%	-2%	12%	-4%
Cc1nn(Cc2ccccc2)c(C)c1NS(=O)(=O)c1ccccc1	-3%	2.6%	.	-1.0%	7%	-4%	-7%	5%	-7%
O=C(COc1cccc2c1CCN(Cc1ccccc1F)C2=O)N1CCOCC1	-5%	-0.5%	1.0%	-0.8%	-2%	.	-6%	.	8%
CC(=O)c1ccc(O)c(CC=C(C)C)c1	2%	0.4%	.	0.2%	13%	-2%	-2%	3%	0%
CCn1c(SCC(=O)Nc2sc3c(c2C#N)CCCC3)nnc1-c1ccncc1	-1%	4.8%	-0.8%	-0.7%	2%	-4%	-3%	8%	11%
Cc1ccc(/C=C2\SC(=S)N(CCC(=O)NNC(=O)c3cccnc3)C2=O)cc1	-6%	5.8%	-0.5%	2.6%	-1%	3%	1%	7%	-14%
CC(C)c1cccc(C(C)C)c1NC(=O)c1ccc(OCC(=O)NCc2ccccc2)cc1	4%	0.6%	-2.8%	0.0%	9%	.	-7%	.	1%
CC(=O)Nc1ccc(S(=O)(=O)NC2(C(F)(F)F)NC(=O)N(C3CCCCC3)C2=O)cc1 (stereo not drawn)	-5%	0.2%	-0.9%	0.3%	4%	-5%	-6%	0%	-6%
COc1ccccc1NC(=O)C1=C(C)Nc2nnnn2C1c1cccc(C)c1 (stereo not drawn)	2%	-0.5%	-1.0%	0.4%	-3%	2%	-9%	5%	15%
CCOC(=O)CNC(=O)Cn1cnc2ccc(S(=O)(=O)N3CCC(C)CC3)cc2c1=O	-5%	1.9%	-0.1%	0.3%	-2%	-11%	-4%	7%	-11%
CC(NC(=O)C(C)(C)C)C(c1cccs1)N1CCOCC1 (stereo not drawn)	-10%	-0.7%	.	0.5%	8%	-2%	-10%	10%	-8%
COc1ccc(C(=O)NCC(=O)N/N=C(\C)c2ccco2)cc1OC	-7%	-1.8%	.	0.5%	7%	-2%	2%	0%	0%
CC(=O)Nc1ccc(S(=O)(=O)N2CCC(NC(=O)C(Cc3cccc(F)c3)NC(C)=O)CC2)cc1 (stereo not drawn)	2%	0.3%	.	-0.3%	4%	-8%	-6%	6%	-10%

A draw from above in order of heavy-atom count, rising.
SMILES	PhoP inhibition	RSV antiviral HEp-2	ER stress rescue	West Nile antiviral	Large T inhibition	Dengue-2 NS5 capping	LYP phosphatase	Rac1 GTP hydrolysis	GPR35 antagonists	others
COCCNC(=O)c1ccc2c(c1)CCN2S(C)(=O)=O	-8%	2.4%	-8.3%	-0.4%	4%	-12%	-8%	8%	-9%
CC(NC(=O)C(C)(C)C)C(c1cccs1)N1CCOCC1 (stereo not drawn)	-10%	-0.7%	.	0.5%	8%	-2%	-10%	10%	-8%
CC(C)c1ccc(NC(=O)Cn2cccc2C2=NC(c3ccccc3)CO2)cc1 (stereo not drawn)	7%	2.2%	-3.3%	0.2%	-4%	-1%	0%	9%	13%
CC(=O)Nc1ccc(S(=O)(=O)N2CCC(NC(=O)C(Cc3cccc(F)c3)NC(C)=O)CC2)cc1 (stereo not drawn)	2%	0.3%	.	-0.3%	4%	-8%	-6%	6%	-10%

Later entries
SMILES	PhoP inhibition	RSV antiviral HEp-2	ER stress rescue	West Nile antiviral	Large T inhibition	Dengue-2 NS5 capping	LYP phosphatase	Rac1 GTP hydrolysis	GPR35 antagonists	others
CCCOc1ccc(CNC(=O)C2CCN(C(=O)N3CCOc4ccccc43)CC2)cc1	.	2.5%	.	-1.0%	5%	-3%	-5%	3%	12%
O=C(NC1CCCCC1)c1cnn2c(C(F)(F)F)cc(-c3ccco3)nc12	-13%	1.6%	0.2%	0.0%	23%	10%	-1%	4%	17%
Cc1c(NC(=O)Nc2c(Cl)cccc2Cl)c(=O)n(-c2ccccc2)n1C	0%	0.1%	.	-1.1%	-7%	2%	1%	8%	16%
COc1ccc(CC(=O)Nc2ccc(S(=O)(=O)Nc3cc(OC)nc(OC)n3)cc2)cc1	-7%	3.0%	.	1.2%	10%	23%	-3%	-1%	2%
O=C(N/N=C/c1ccccn1)C1CC1	26%	-1.5%	1.9%	0.4%	2%	-2%	-6%	-5%	6%
O=C(Oc1ccc(/C=N/NC(=O)c2ccccn2)cc1)c1ccc(Br)cc1	-2%	0.6%	.	0.3%	9%	1%	-4%	8%	-1%
CCN1/C(=C/C=C/C=C/C=C/c2sc3ccccc3[n+]2CC)Sc2ccccc21	-9%	-1.7%	.	-2.8%	38%	0%	-21%	.	44%
CC(C)CC(=O)Nc1cccc(-c2csc(-c3ccccc3)n2)c1	-9%	40%	0.5%	-0.2%	3%	3%	2%	1%	-9%
CC(=O)c1ccc(-n2nnnc2SCC(=O)N2CCN(C(=O)c3ccco3)CC2)cc1	-7%	-0.1%	0.2%	0.2%	0%	-6%	-2%	10%	3%
CCOC(=O)N1CCN(S(=O)(=O)c2cc(-c3nn4c(C)nnc4c4ccccc34)ccc2C)CC1	-1%	-1.9%	-2.0%	0.6%	5%	3%	-3%	11%	6%
CC(=O)Nc1ccc(NC(=O)CSc2nnc(C)c(=O)[nH]2)cc1	-6%	-0.2%	0.4%	1.2%	9%	-1%	4%	9%	-14%
NC(=O)CC(NC(=O)c1ccccc1)c1ccc(NCCc2ccc(F)cc2)c([N+](=O)[O-])c1 (stereo not drawn)	2%	-0.1%	.	-0.7%	-4%	3%	-4%	6%	-5%
Cc1cccc(C)c1NC(=O)CN(C)C(=O)c1cccc(S(=O)(=O)N2CCN(c3ccc(F)cc3)CC2)c1	3%	6.7%	.	.	7%	-5%	.	1%	.
Cc1ccc(C(=O)N2CC3(C)CN(C(=O)c4ccc(C)cc4)CC(C)(C2)C3=O)cc1	-13%	1.2%	-4.9%	0.8%	6%	.	-6%	-3%	-11%
CN(C)c1ccc(NC(=O)CN2CCc3ccccc3C2)cc1	-3%	3.1%	.	0.5%	35%	9%	1%	14%	-4%
O=[N+]([O-])c1ccc(/C=N/Nc2nc(N3CCOCC3)nc(N3CCOCC3)n2)cc1	7%	0.7%	0.2%	0.0%	3%	0%	0%	3%	8%
CN(C)/C=C1/C=C(c2ccccc2)OC1=O	27%	0.9%	-0.6%	0.4%	11%	-14%	-1%	52µM*	19%

Among those listed so far, 2 contain a CF3 group.
SMILES	PhoP inhibition	RSV antiviral HEp-2	ER stress rescue	West Nile antiviral	Large T inhibition	Dengue-2 NS5 capping	LYP phosphatase	Rac1 GTP hydrolysis	GPR35 antagonists	others
CC(=O)Nc1ccc(S(=O)(=O)NC2(C(F)(F)F)NC(=O)N(C3CCCCC3)C2=O)cc1 (stereo not drawn)	-5%	0.2%	-0.9%	0.3%	4%	-5%	-6%	0%	-6%
O=C(NC1CCCCC1)c1cnn2c(C(F)(F)F)cc(-c3ccco3)nc12	-13%	1.6%	0.2%	0.0%	23%	10%	-1%	4%	17%
